# BH1578 lux ind – induces V. cholerae light production without autoinducers; activation, % at 18.7 µM; AID 588436; V. cholerae BH1578 lux reporter, luminescence, 6 h; actives 0.16% (n = 350,000); in the data active means activation mostly above about 9.7%, no sharp cut-off; further: not every result past the cut was called active; inactives centre near 0; reference of the scale not given here
# SARS 3CLpro inh – SARS-CoV 3CLpro protease inhibition; P0C6X7; recombinant SARS-CoV 3CLpro, quenched FRET peptide cleavage; inhibition, % at 6 µM; actives 0.14% (n = 290,000); in the data active means inhibition above about 12%
# MazEF act – increases E. coli MazEF RNase cleavage of RNA; AID 504720; FAM/BHQ RNA-DNA oligo cleavage fluorescence, 5 h; P0AE70; actives 0.32% (n = 350,000); activation, % at 20 µM; in the data active means activation above about 50%
# Target sequence (P0AE70 whole entry, looked up): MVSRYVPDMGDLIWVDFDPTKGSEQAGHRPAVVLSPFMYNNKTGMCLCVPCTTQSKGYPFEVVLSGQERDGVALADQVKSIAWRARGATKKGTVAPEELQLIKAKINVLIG
# CCHF vOTU inh – CCHFV vOTU protease inhibition | Pep-AMC fluorescence | inhibition, % at 11.5 µM | actives 0.55% (n = 370,000); in the data active means inhibition above about 30%; further: 0% = vehicle wells with enzyme and 100% = no enzyme wells
# Rv3671c protease – inhibits the M. tuberculosis serine protease Rv3671c; inhibition, % at 5.96 µM; actives 0.048% (n = 320,000); AID 2606; in the data active means inhibition above about 38%;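 further: extracellular domain of Rv3671c used as enzyme; 0% = enzyme with DMSO and 100% = no enzyme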
# Target sequence (P9WHR9 whole entry, looked up, the tested form may be a part): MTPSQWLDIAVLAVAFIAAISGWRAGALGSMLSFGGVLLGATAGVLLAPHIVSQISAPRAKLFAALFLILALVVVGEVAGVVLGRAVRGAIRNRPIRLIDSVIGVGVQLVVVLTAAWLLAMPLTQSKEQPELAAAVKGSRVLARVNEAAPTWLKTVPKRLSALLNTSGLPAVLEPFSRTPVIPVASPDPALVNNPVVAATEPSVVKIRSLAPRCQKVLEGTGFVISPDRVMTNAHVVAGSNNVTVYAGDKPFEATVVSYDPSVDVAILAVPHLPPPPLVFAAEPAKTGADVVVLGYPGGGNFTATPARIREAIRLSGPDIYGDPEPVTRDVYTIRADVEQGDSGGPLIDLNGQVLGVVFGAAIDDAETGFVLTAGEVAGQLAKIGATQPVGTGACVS
# SSB-PriA inh – blocks PriA binding to SSB C-terminal tail; AID 1272365; actives 0.6% (n = 430,000); inhibition, % at 33 µM; AlphaScreen SSBct-PriA binding, biotinylated peptide; in the data active means inhibition mostly above about 37%, no sharp cut-off; inactive means mostly below about 20%;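 further: plate controls were negative control peptide for no effect and reference peptide for full effect; strong numbers were not always called active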
# DUSP3 inh – inhibitors of human VHR1 phosphatase (DUSP3); recombinant VHR phosphatase, pNPP absorbance; actives 0.52% (n = 290,000); inhibition, % at 13.3 µM; P51452; in the data active means inhibition above about 50%; further: some compounds called inactive have numbers as strong as hits
# Target sequence (P51452 whole entry, looked up): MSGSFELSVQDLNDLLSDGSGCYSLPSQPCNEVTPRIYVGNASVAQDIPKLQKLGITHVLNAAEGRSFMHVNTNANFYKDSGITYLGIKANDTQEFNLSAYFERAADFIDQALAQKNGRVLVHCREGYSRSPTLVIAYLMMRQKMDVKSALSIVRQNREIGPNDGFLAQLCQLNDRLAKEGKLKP
# PrPC TRFRET – inhibitors of human cell surface prion protein PrPC; P04156; TR-FRET read-out; inhibition, % at 13.8 µM; actives 0.43% (n = 370,000); AID 720596; in the data active means inhibition above about 24%; further: 0% = median of the test wells and 100% = reference compound wells
# TcdB inh – TcdB glycohydrolase inhibition | actives 0.24% (n = 350,000) | inhibition, % at 9.99 µM | AID 652162 | TcdB glycohydrolase enzymatic assay, plate reader | P18177; in the data active means inhibition above about 10%
# Yp Topo-I inh – blocks Yersinia pestis topoisomerase I activity; AID 504884; actives 0.064% (n = 360,000); activity, % at 10 µM; Y. pestis Topo-I cleavage product accumulation, plate reader; in the data active means activity above about 50%, passing the limit was not always enough; further: inactives centre near 2
# An asterisk follows results filed as active; i = inactive; nt = no result given; & = joins results of further samples; ! = repeats disagree.
SMILES,BH1578 lux ind,SARS 3CLpro inh,MazEF act,CCHF vOTU inh,Rv3671c protease,SSB-PriA inh,DUSP3 inh,PrPC TRFRET,TcdB inh,Yp Topo-I inh
COc1ccccc1CNC(=O)CN1C(=O)N(C)C2(CCCCC2)C1=O,-8.0,nt,0,-16,-16,-2,nt,-4,-4.9,-7
CC(=O)c1c(C)[nH]c(C(=O)NCCc2cccc(C)c2)c1C,-4.5,-4,-10,9,-7,-8,10,12,nt,-6
COc1ccc(C2C3=C(CCCC3=O)N(CC(=O)O)C3=C2C(=O)CCC3)cc1Cl,-0.3,4,9,-148,-1,-16,-7,-7,0.3,-5
Cn1nc(C(=O)NCc2ccccc2Cl)c2c1-c1ccccc1S(=O)(=O)C2,-7.1,6,12,16,-6,5,2,-1,1.9,3
CCOC(=O)c1c(N)n(Cc2ccc(OC)cc2)c2nc3ccccc3nc12,nt,4,nt,-168,nt,nt,11,-4,nt,nt
NC(=O)CC(NC(=O)c1ccc(Br)cc1)c1ccc(N2CCN(c3ccccc3)CC2)c([N+](=O)[O-])c1 (configuration not stated),i,8,3,-3,-6,9,-10,-10,-2.3,0
CC(C)Cc1ccc(-c2cc3nc(NCc4cccc(Cl)c4)ccn3n2)cc1,-0.5,nt,nt,17,nt,nt,nt,10,0.3,11
Cc1ccccc1C(OCC(O)CN1CCN(CCO)CC1)c1ccccc1 (configuration not stated),i,-1,-7,3,-3,1,4,3,0.9,2
Cc1cccc(-c2cnc(C(O)c3cc(C)cc(C)c3)[nH]2)c1 (configuration not stated),-1.2,nt,nt,5,nt,nt,nt,-1,1.1,2
Cc1cc(C)n(CC(=O)NNC(=O)c2cncc(Br)c2)n1,i,nt,1,5,1,-3,nt,4,-0.5,-1
COCCN(C(=O)CSc1nc2ccccc2c(=O)n1C(C)COC)c1c(N)n(Cc2ccccc2)c(=O)[nH]c1=O (configuration not stated),-0.2,0,4,-12,5,-5,11,-5,0.9,12
CCCn1c(=O)c(C(=O)Nc2ncccc2C)c(O)c2ccccc21,-0.5,4,11,1,-6,-14,-3,-5,0.6,1
O=C(CC(Sc1ccccc1)c1cccs1)c1ccco1 (configuration not stated),-1.8,-8,-5,7,6,-29,24,8,nt,3
O=C1c2ccccc2CCc2ccc(Br)cc21,-0.3,nt,1,4,-1,-27,nt,19,0.0,2
CCCCCC(=O)N1C[C@@H](O)[C@H](n2cc(C3CC3)nn2)C[C@@H]1c1ccc(Cl)cc1,-1.1,nt,5,0,nt,nt,nt,-8,2.7,34
CCc1cc2c(=O)c(-c3cnn(-c4ccccc4)c3)c(C)oc2cc1OCC(=O)Nc1cccc(C)c1,-0.5,2,-16,0,-3,-9,5,-1,-0.2,-2
O=S1(=O)N[C@@H](Cc2ccccc2)COc2cc(Br)ccc21,i,nt,3,6,nt,-10,nt,-5,2.4,0
CCN1CCN(c2ccc(NC(=O)c3ccc([N+](=O)[O-])o3)cc2Cl)CC1,0.4,-1,-18,2,nt,-6,25,15,0.5,-11
O=C(c1ccco1)N1CCN(C(=O)c2cc(-c3ccncc3)nc3ccc(Br)cc23)CC1,i,-2,15,18,-6,1,nt,6,nt,35
COc1ccc(N/C(N)=N/c2nc(CSc3ccc(Cl)cc3)cc(=O)[nH]2)cc1,2.5,-4,-44,-6,-2,nt,-2,4,nt,0
CCOC(=O)Cn1nc(-c2ccccc2)c2cnc3ccc(C)cc3c21,-0.3,4,1,0,-4,-4,8,-2,1.3,2
C/C(=N\NC(=O)COc1ccccc1)c1ccc(O)cc1,0.4,-4,-15,1,0,nt,8,0,8.8,-1
CCn1cc(CN2CCC(n3nccc3NC(=O)c3ccc(OC)cc3)CC2)cn1,-0.9,0,8,-4,4,-6,-9,-1,0.9,5
O=S(=O)(Nc1ccc2c3c(cccc13)CC2)c1ccccc1,-5.9,nt,-2,20,nt,nt,nt,4,6.0,15
CCC(=O)N/N=C(\C)CC(=O)Nc1cccc([N+](=O)[O-])c1,-0.3,1,-4,10,3,nt,-8,2,nt,1
COc1ccc(OC)c(S(=O)(=O)N2CCCCC2C(=O)N2CCN(c3ccccn3)CC2)c1 (configuration not stated),4.0,-3,0,17,-13,-3,46,5,nt,5
Cn1c(=O)cc(OCC(=O)N2CCC3(CC2)OCCO3)c2ccccc21,1.1,6,-4,6,2,-5,8,0,nt,0
CCOC(=O)C(=O)c1c(-c2ccccc2)nc2ccccn12,1.4,2,-21,14,-4,-21,18,3,2.8,7
C1CCc2nnc(C3CC3)n2CC1,-0.2,1,4,2,0,-8,25,2,0.3,17
COc1cccc(/C=C/c2ccncc2)c1OC,0.6,-8,7,1,4,8,15,5,nt,-3
COc1ccc(-n2nc3c(N4CCC(C(=O)NCCc5ccco5)CC4)nnc(C)c3c2C)cc1,-0.4,1,4,4,1,-4,-27,-2,0.9,19
CC(C)CNc1oc(-c2ccccc2Cl)nc1C#N,-0.2,0,-1,-1,-5,9,35,3,1.1,-2
CC1CCCC(C)N1CCCNC(=O)C1CCCN(S(=O)(=O)N2CCCCC2)C1 (configuration not stated),i,nt,7,18,nt,nt,nt,-8,0.0,-2
COc1cc(OC)cc(-c2oc(=O)c3cc(OC)c(OC)cc3c2C(F)(F)F)c1,i,nt,6,5,-4,-3,nt,-2,-0.2,2
CCN1CCN(C(=O)c2cc(S(=O)(=O)N3CCCCC3)ccc2Cl)CC1,-7.7,-6,0,18,-10,-4,10,-2,0.4,-3
COc1cccc(N2CC(C(=O)OC(C)C(=O)c3ccccc3)CC2=O)c1 (configuration not stated),i,0,-11,7,-8,-6,-1,17,nt,-2
CC(C)NC(=O)CN1C(=O)c2ccccc2S1(=O)=O,-0.7,2,6,-3,4,-6,3,0,-0.2,-1
Cc1cccc(C(=O)OC(C)C(=O)NC2CCCc3ccccc32)c1O (configuration not stated),-0.2,nt,3,3,7,-5,nt,-6,-4.9,0
CCN(CC)CCCNC(=S)N1CCN(c2nc3ccccc3n2CC)CC1,i,3,12,-11,nt,-6,5,4,0.0,2
Cn1c(COc2nnc(-c3ccc(Cl)cc3)c3ccccc23)nc2ccccc21,-1.4,-4,8,0,9,2,10,4,nt,16
OC[C@@H]1CN(Cc2ccncc2)C[C@H](n2cnc3c(NC4CC4)ncnc32)O1,-0.4,nt,nt,4,nt,nt,nt,0,-0.1,5
Cc1ccc(CNC(=O)C2CC(=O)OC23CCCC3)c(C)c1 (configuration not stated),i,1,-2,7,-5,-10,9,6,nt,12
CCC(C)(C)n1nnnc1C(c1ccc(C)cc1)N1CCSCC1 (configuration not stated),-0.2,4,-1,-5,-2,1,5,7,nt,29
CC1(C)Cc2c(ccc3ccccc23)C2=C(C(=O)N3CCCC3)C(=O)C(=O)N21,-0.2,-3,6,-1,nt,13,9,-9,-0.2,8
CCCCCSc1nc2c(c(=O)[nH]c(=O)n2C)n1C(C)C,0.6,-1,4,0,4,2,25,-4,-0.3,3
CC1CCN(C(=O)COC(=O)c2cc(=O)[nH]c3ccccc23)CC1,-0.4,nt,-17,5,-7,-1,nt,7,-8.7,10
Cc1cc(=O)n2nc(N3CCCC(C(=O)Nc4cccc(C)c4C)C3)sc2n1 (configuration not stated),-0.2,nt,nt,14,nt,nt,nt,-6,1.7,4
CCOC(=O)N1CCN(C(=O)c2cc(COc3ccc(OC)cc3Cl)on2)CC1,nt,-3,0,3,-8,-1,18,-6,0.8,0
COc1cc(-c2cc(=O)c3ccc(O)cc3o2)cc(OC)c1OC,-0.3,nt,nt,-1,nt,nt,nt,-6,-0.6,-4
COc1ccc(C(C(=O)NC2CCCC2)N(C(=O)c2snc(C(N)=O)c2N)c2ccccc2OC)cc1OC (configuration not stated),-3.3,-1,2,-31,12,0,-5,-6,0.9,31
O=[N+]([O-])c1ccc2[nH]ncc2c1,-0.3,5,-14,-5,-2,0,-5,-2,0.7,13
Cc1cc(C)c2nc(N(CCN(C)C)C(=O)c3ccc4ccccc4c3)sc2c1,i,-6,2,6,-1,38*!,21,-6,1.3,16
C/C(N)=C(/C#N)C(=O)CSc1nc(C2CCCCC2)n(-c2ccccc2)n1,-0.4,1,9&6,6&11,2,-3,-8,1&8,1.6,4&5
O=C(c1ccccc1)c1cccn1CC(=O)N1CCN(c2ccccc2)CC1,nt,-2,-2,-1,2,-11,6,3,nt,26
CCOC(=O)/C(=N\Nc1ccccc1Cl)N(C)C1CCCCC1,-0.9,-1,3,-3,6,nt,7,2,-0.2,8
CN(CCOc1ccccc1)C(=O)c1ccc2c(c1)OCO2,i,nt,2,-3,-1,-4,nt,-5,0.0,8
COc1ccc(F)cc1S(=O)(=O)NCC1CCCO1 (configuration not stated),-0.4,-5,1,9,5,2,6,-3,1.3,3
CCOC(=O)Cn1nc(C)c(NC(=O)COc2ccccc2)c1C,0.0,-1,3,-7,7,7,-19,1,0.5,-5
COC1=C(N)C(=O)c2nc(C)ccc2C1=O,i,nt,-3,55*,nt,2,nt,-8,-9.0,-2
O=C(CN1CCCC(O)C1)N1c2ccccc2Sc2ccc(C(F)(F)F)cc21 (configuration not stated),0.4,-1,-2,9,-7,-6,1,-9,nt,22

# Exported with two lines to a compound: ten of the compounds above.
# Results follow in this order: BH1578 lux ind, SARS 3CLpro inh, MazEF act, CCHF vOTU inh, Rv3671c protease, SSB-PriA inh, DUSP3 inh, PrPC TRFRET, TcdB inh, Yp Topo-I inh
OC[C@@H]1CN(Cc2ccncc2)C[C@H](n2cnc3c(NC4CC4)ncnc32)O1
    -0.4, nt, nt, 4, nt, nt, nt, 0, -0.1, 5
Cc1ccc(CNC(=O)C2CC(=O)OC23CCCC3)c(C)c1 (configuration not stated)
    i, 1, -2, 7, -5, -10, 9, 6, nt, 12
CCC(C)(C)n1nnnc1C(c1ccc(C)cc1)N1CCSCC1 (configuration not stated)
    -0.2, 4, -1, -5, -2, 1, 5, 7, nt, 29
CC1(C)Cc2c(ccc3ccccc23)C2=C(C(=O)N3CCCC3)C(=O)C(=O)N21
    -0.2, -3, 6, -1, nt, 13, 9, -9, -0.2, 8
CCCCCSc1nc2c(c(=O)[nH]c(=O)n2C)n1C(C)C
    0.6, -1, 4, 0, 4, 2, 25, -4, -0.3, 3
CC1CCN(C(=O)COC(=O)c2cc(=O)[nH]c3ccccc23)CC1
    -0.4, nt, -17, 5, -7, -1, nt, 7, -8.7, 10
Cc1cc(=O)n2nc(N3CCCC(C(=O)Nc4cccc(C)c4C)C3)sc2n1 (configuration not stated)
    -0.2, nt, nt, 14, nt, nt, nt, -6, 1.7, 4
CCOC(=O)N1CCN(C(=O)c2cc(COc3ccc(OC)cc3Cl)on2)CC1
    nt, -3, 0, 3, -8, -1, 18, -6, 0.8, 0
COc1cc(-c2cc(=O)c3ccc(O)cc3o2)cc(OC)c1OC
    -0.3, nt, nt, -1, nt, nt, nt, -6, -0.6, -4
COc1ccc(C(C(=O)NC2CCCC2)N(C(=O)c2snc(C(N)=O)c2N)c2ccccc2OC)cc1OC (configuration not stated)
    -3.3, -1, 2, -31, 12, 0, -5, -6, 0.9, 31

# (next part)
SMILES,BH1578 lux ind,SARS 3CLpro inh,MazEF act,CCHF vOTU inh,Rv3671c protease,SSB-PriA inh,DUSP3 inh,PrPC TRFRET,TcdB inh,Yp Topo-I inh
CCOC(=O)C1=C(c2ccccc2)N=c2s/c(=C\c3ccc(O)cc3)c(=O)n2C1c1cccs1 (configuration not stated),-2.8,5,-26,12,-59,nt,10,-8,0.1,0
CCc1ccc(NC(=O)N(CCOC)C2CCN(C(C)=O)CC2)cc1,-0.2,-3,12,-4,3,-7,0,-1,nt,4
COc1ccc(NC(=O)CSc2nnc(CNC(=O)c3ccco3)n2-c2ccccc2OC)cc1,-0.2,-5,-2,1,0,15,-2,-2,nt,-13
Cc1ccc(NC(=O)CN2CCN(Cc3ccccc3)CC2)cc1Cl,-0.4,nt,0,-1,7,-5,nt,1,-0.7,6
Brc1ccc(CSc2nccn2-c2ccccc2)cc1,i,6,-9,4,2,59*,10,4,nt,37
Cc1ccc(CNC(=O)C(OC(=O)c2cccs2)C(C)C)cc1 (configuration not stated),-0.7,-3,12,-15,2,-4,31,-1,0.3,8
CCN(CC)c1ccc(NC(=O)COc2ccc(-n3cnnn3)cc2)cc1,i,nt,3,-4,13,16,nt,2,0.5,15
CCOC(=O)N1CCC2(CC1)C(C#N)=C(N)OC1=C2C(=O)CC(C)(C)C1,-0.5,0,-9,5,8,-25,11,-3,nt,-5

# Some of the compounds tested; rates above refer to the full screens.
